# Compound activity from PubChem.
# RSV antiviral HEp-2 – RSV antiviral activity via CPE protection, HEp-2 cells, primary 10 µM value included (AID 2391); HEp-2 cells, RSV-induced CPE inhibition; higher % means a stronger effect; CPE inhibition, % at 10 µM, or IC50 in µM where a hit was titrated; actives 0.13% (n = 310,000); in the data active = a potency from the dose series; inconclusive = CPE inhibition mostly from about 23% at the one dose, without a potency; inactive = the rest, 99 in 100 with CPE inhibition below about 21%; also: strong numbers were not always called active
# NS5 inhibitors – flavivirus cap methylation enzyme inhibition – biochemical, confirmation dose response, primary screen (AID 588689). one-dose inhibition, % at 25 µM; IC50 in µM for titrated hits. Dengue-2 NS5 methyltransferase capping enzyme assay, biochemical; higher % means a stronger effect. actives 0.3% (n = 340,000); in the data active = a potency from the dose series; inconclusive = inhibition above about 29% without an active follow-up result
# LYP inhibition – PTPN22 lymphoid phosphatase activity blockers – biochemical, fluorescence intensity, uHTS (AID 1779). recombinant LYP phosphatase, fluorescence intensity; higher % means a stronger effect. one-dose inhibition, % at 11.5 µM; IC50 in µM for titrated hits. actives 0.054% (n = 290,000); in the data active = inhibition above about 50%;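 also: plate controls were vehicle with enzyme for no effect and no enzyme for full effect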
# Autophagy HCS – alters autophagy in cells. actives 0.98% (n = 190,000). MEF GFP-LC3 puncta imaging; test concentration mostly 10 µM. calls only at 10 µM (by protocol);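 active = percentage of spot-positive cells more than 3 SD above its plate mean, without a fluorescence outlier flag or 80% toxicity; inconclusive = no clear call, values can overlap the other calls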;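 also: spot-positive cell cutoff set from DMSO-treated cells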
# K1F lysis inhibition – protection from phage-mediated lysis, alamar blue read-out – E. coli UTI89, K1F phage, bacterial capsule biogenesis inhibitors (AID 488966) | actives 0.02% (n = 340,000) | E. coli UTI89 K1F phage lysis, alamar blue, 2 h; higher % means a stronger effect | one-dose inhibition, % at 100 µM; IC50 in µM for titrated hits;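 active = phage lysis inhibition, versus mean bacterial control, above a set limit; inconclusive = no clear call, values can overlap the other calls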;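 also: capsule biogenesis inhibitors block K1F phage lysis so surviving cells raise fluorescence; higher fluorescence means more inhibition of phage lysis; actives were called in the ten point dose series up to 300 µM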
# AID2073 – disruptors of CaV2.2 binding to Mint1 – biochemical, HTRF (AID 2073). inhibition, % at 20 µM; hits with a dose series show IC50 in µM. HTRF protein-protein interaction, Mint1-CaV2.2; higher % means a stronger effect. actives 0.19% (n = 290,000); in the data active = inhibition mostly above about 51%, no sharp cut-off; inconclusive = no clear call, values can overlap the other calls; inactive = mostly below about 53%; also: some results filed as inactive read as strong as hits
# WT yeast gro inh – growth inhibition of WT yeast, mitochondrial fusion screen; mitochondrial fusion phenotypic screen, WT strain; inhibition, % at 10 µM; actives 2.1% (n = 190,000); AID 1362; in the data active = inhibition above about 58%; tested in S. cerevisiae
# GPR35 antagonists – GPR35 antagonists blocking zaprinast-driven arrestin recruitment, primary screen, imaging, U2OS, beta-arrestin-GFP, zaprinast agonist (AID 2058). U2OS GPR35 beta-arrestin-GFP translocation imaging, zaprinast antagonism; higher % means a stronger effect. inhibition, % at 10 µM; hits with a dose series show IC50 in µM. actives 0.052% (n = 290,000);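 active = inhibition of at least 50% with at least 30 cells and total cytoplasm GFP at most 10,000,000; inconclusive = under 30 cells or total GFP of 10,000,000 plus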
# NTR1 agonist – agonists of NTR1, primary screen, imaging, U2OS cells, beta-arrestin-GFP, high content (AID 493036). actives 0.17% (n = 330,000). activation, % at 20 µM. NTR1-U2OS beta-arrestin-GFP spot imaging, agonist mode;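 active = activation at or above 40% of the spot to cytoplasm intensity ratio, with at least 20 cells analyzed; inconclusive = wells under 20 cells, flagged as cytotoxic or low count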;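 also: 0% = DMSO without peptide and 100% = 100 nM NTR1 peptide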
# Target sequence (P30989 whole entry, looked up): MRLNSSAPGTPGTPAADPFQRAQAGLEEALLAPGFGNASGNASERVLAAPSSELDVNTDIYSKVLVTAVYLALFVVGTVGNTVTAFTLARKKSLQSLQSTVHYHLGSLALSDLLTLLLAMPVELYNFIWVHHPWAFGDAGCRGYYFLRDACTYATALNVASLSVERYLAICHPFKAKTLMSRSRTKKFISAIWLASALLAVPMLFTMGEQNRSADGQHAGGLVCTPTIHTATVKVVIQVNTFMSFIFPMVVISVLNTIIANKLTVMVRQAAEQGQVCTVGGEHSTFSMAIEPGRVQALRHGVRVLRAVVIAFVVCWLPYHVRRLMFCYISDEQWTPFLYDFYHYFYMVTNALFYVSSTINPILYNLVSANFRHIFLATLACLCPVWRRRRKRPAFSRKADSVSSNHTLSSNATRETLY
# WT yeast gro inh mutant strain – recorded beside WT yeast gro inh, whose call it bears; inhibition, %; mitochondrial fusion phenotypic screen, mutant strain inhibition
# Autophagy HCS cell loss 18 h – further read-out of Autophagy HCS, marked with its call; toxicity, %; measured here: cell loss, nuclei count;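 cell loss after 18 h compound exposure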
# NTR1 agonist cell count 20 µM – recorded beside NTR1 agonist, whose call it bears; cell count; measured here: cell count, cytotoxicity flag
# NS5 inhibitors pilot replicate – second read-out of NS5 inhibitors, no call of its own (marks repeat the call); inhibition, %; measured here: pilot screen replicate inhibition
# Starred values were filed as active, the others as inactive; i = inactive; ? = inconclusive; . = not tested or not shown; [ ] = remark or other dose.
SMILES,RSV antiviral HEp-2,NS5 inhibitors,LYP inhibition,Autophagy HCS,Autophagy HCS cell loss 18 h,K1F lysis inhibition,AID2073,WT yeast gro inh,WT yeast gro inh mutant strain,GPR35 antagonists,NTR1 agonist,NTR1 agonist cell count 20 µM,others
Cc1cccc(C(=O)N2CCCC(Nc3ccc(F)c(F)c3)C2)n1 (stereo not given),0.0%,3%,-11%,.,.,0.3%,3%,.,.,11%,-0.6,69,
C=CCNC(=O)c1onc(CSc2cccc(OCC)c2)c1C(=O)O,1.1%,-6%,-6%,i,-6,-0.7%,6%,11,7,-2%,-3.1,79,
COCCN(C(=O)COC(=O)c1ccco1)c1c(N)n(Cc2ccccc2)c(=O)[nH]c1=O,-1.0%,-13%,.,.,.,0.8%[50 µM],.,.,.,.,0.3,55,
CC(=O)N1c2ccc(S(=O)(=O)NCCC(=O)Nc3ccc(OC(F)(F)F)cc3)cc2CC1C (stereo not given),8.6%,-1%,-6%,.,.,-0.3%,4%,.,.,-5%,2.3,65,
CCCCCNC(=O)C(C)NS(=O)(=O)c1ccc(OC)cc1 (stereo not given),2.0%,.,-5%,i,-8,-0.3%,5%,14,11,-3%,-1.8,47,
CN(C)c1ccc(NC(=S)NC(=O)/C=C/c2ccco2)cc1,1.9%,-9%,-6%,i,5,-0.1%,17%,-10,25,-7%,0.5,27,
COc1cccc(N2CCN(CC(=O)C34CC5CC(CC(C5)C3)C4)CC2)c1,-0.9%,1%,-7%,i,-15,0.1%,-9%,27,29,6%,1.1,51,
COc1ccc(OC)c(C(=O)CSc2nnc(-c3ccc(OC)c(OC)c3)o2)c1,.,.,1%,i,-3,.,-22%,0,-5,4%,.,.,
CC(C)(C)C1CCC(=NNC(=O)c2ccc(Br)o2)CC1 (stereo not given),1.6%,-6%,-2%,i,5,1.3%[50 µM],2%,-12,-17,5%,6.9,78,
CC1c2cc3c(cc2CCN1C(=O)c1ccc(C(F)(F)F)cc1)OCCCO3 (stereo not given),14%,-10%,-8%,.,.,-0.1%,29%,.,.,-7%,0.0,59,
Clc1ccc(C2=Nn3c(nnc3-c3cc(-c4ccccc4)n[nH]3)SC2)cc1,1.1%,-10%,10%,i,4,0.0%,23%,97*,11*,-4%,47*,47*,
Cc1ccc(-c2nnn(CC(=O)NC3CC4CCC3C4)n2)cc1 (stereo not given),13%,-4%,0%,i,-3,2.1%,1%,7,13,17%,1.9,59,
CN1CCN(c2ccc([N+](=O)[O-])cc2NC(=O)c2cccs2)CC1,-0.1%,-2%,-7%,.,.,2.8%[50 µM],15%,.,.,-7%,-0.1,51,
Cc1ccc(CN(c2ccc(C(=O)Nc3cccnc3)cc2)S(C)(=O)=O)cc1,3.7%,-9%,-8%,i,-7,5.0%,6%,-48,-42,3%,-1.2,57,
CC1=C(C(=O)Nc2cc(C)ccn2)C(c2cnn(C)c2)C2=C(CC(c3ccccc3)CC2=O)N1 (stereo not given),3.1%,2%,-8%,i,16,0.0%,-6%,11,10,4%,3.3,73,
COc1ccc(-c2nnc(SCC(=O)c3ccco3)n2-c2ccccc2)cc1,-0.1%,1%,-4%,i,-6,0.8%,-2%,-4,2,9%,2.1,45,
COC(=O)CCN(c1ccccc1)S(=O)(=O)c1cc(-c2cc(C)no2)ccc1OC,0.3%,28%,-6%,.,.,-0.2%,-3%,.,.,-8%,1.5,52,
CCOC(=O)C(=O)N(Nc1ccccc1C)c1ccccc1C,1.6%,12%,-4%,i,-13,-0.3%,-10%,5,-3,10%,0.4,71,
CCOc1ccc(Nc2n[nH]c(=S)s2)cc1,2.2%,-5%,3%,i,12,-1.9%,-9%,-27,-10,-3%,0.3,60,
O=[N+]([O-])c1ccc2nc(/C=C/c3ccc(Cl)cc3)[nH]c2c1,8.2%,-1%,8%,i,-39,0.1%,8%,67*,58*,-12%,39,40,
COc1ccccc1NS(=O)(=O)c1cc(NC(=O)C(C)(C)C)ccc1N1CCOCC1,-1.4%,-4%,.,.,.,0.4%[50 µM],.,.,.,.,1.0,53,
C/C(=N\Nc1cccc2cccnc12)c1ccccc1O,2.0%,1%,-1%,i,-7,2.6%,4%,-1,-16,9%,5.4,46,
CCC1=NN(C(=O)Cc2ccc(OC)c(OC)c2)C(O)(C(F)(F)F)C1 (stereo not given),1.3%,-8%,-8%,i,-1,0.2%[50 µM],4%,-10,-2,-8%,2.5,36,
CCN(CC)S(=O)(=O)c1ccc(C(=O)N2CCN(C(=O)c3ccco3)CC2)cc1,0.1%,0%,.,.,.,0.7%[50 µM],.,.,.,.,2.2,47,
COc1ccc2cc(C(C)C(=O)N3CCC(C)CC3)ccc2c1 (stereo not given),4.7%,-7%,-8%,.,.,-0.1%,0%,.,.,4%,-1.2,49,
SMILES,RSV antiviral HEp-2,NS5 inhibitors,LYP inhibition,Autophagy HCS,Autophagy HCS cell loss 18 h,K1F lysis inhibition,AID2073,WT yeast gro inh,WT yeast gro inh mutant strain,GPR35 antagonists,NTR1 agonist,NTR1 agonist cell count 20 µM,others
CCS(=O)(=O)Nc1ccc(-c2nnc(SCC(=O)c3ccc(NC(C)=O)c(OC)c3)o2)cc1,0.8%,-3%,-15%,i,1,1.7%[50 µM],26%,10,-2,4%,1.7,32,
C[C@H](NC(=O)c1nc[nH]c1C(=O)N[C@@H](Cc1ccccc1)C(=O)OC(C)(C)C)C(=O)OC(C)(C)C,-4.2%,-4%,12%,.,.,3.2%,42%,.,.,-8%,31,59,
Cc1ccc([N+](=O)[O-])cc1NC(=O)CCSc1ccc(Cl)cc1,.,8%,2%,i,-3,0.5%,-4%,26,4,6%,1.2,43,
O=S(=O)(/C=C/c1ccccc1)N1CCN(c2ccccc2)CC1,2.2%,-6%,-12%,i,-7,0.8%,42%,11,2,-8%,1.1,52,
CSc1nc2nc3c(cn2n1)C(=O)CC(c1ccccc1)C3 (stereo not given),-0.1%,7%,-5%,i,-6,-1.4%,12%,6,-11,-12%,2.1,81,
O=C(CCCSc1nc(-c2ccco2)cc(C(F)(F)F)n1)NCC1CCCO1 (stereo not given),3.2%,6%,3%,i,-3,0.3%,33%,-6,-16,0%,0.2,42,
O=CNCCCc1nc2ccccc2n1CCc1ccccc1,-0.3%,2%,-8%,.,.,-0.9%[50 µM],9%,.,.,1%,0.3,94,
Cc1c(C(=O)N(Cc2cccs2)C2CCS(=O)(=O)C2)oc2ccccc12 (stereo not given),1.0%,-5%,-4%,i,3,0.1%,-4%,15,11,9%,0.2,91,
CCn1c(C)c(C(C)=O)cc(C#N)c1=O,1.2%,.,-7%,i,-2,0.9%,-9%,-12,4,-14%,-0.6,52,
CC(=O)N(C)c1ccc(OCC(O)Cn2c3ccc(Cl)cc3c3cc(Cl)ccc32)cc1 (stereo not given),-2.1%,-2%,14%,i,-23,2.4%,18%,77*,-27*,-9%,28,51,
CCOC(=O)CNC(=O)C1CCN(S(=O)(=O)c2ccc(-c3nn[nH]n3)cc2)CC1,1.3%,-8%,-8%,.,.,0.0%,20%,.,.,12%,-0.7,39,
COc1cccc(NC(=O)c2ccc(NC(=O)C(C)(C)C)cc2)c1,?,-3%,0%,i,-5,1.8%,3%,3,0,8%,0.5,54,
Nc1nnc(SCc2ccc(F)cc2)n1-c1ccccc1,-0.3%,1%,-1%,i,3,0.1%,2%,-5,-2,-2%,-2.6,77,NS5 inhibitors pilot replicate=-4.8
CC1=C(C(=O)OCC2CCCO2)C(c2ccc(C)cc2)C2=C(CCCC2=O)N1 (stereo not given),1.4%,-10%,-3%,i,5,-0.5%,10%,-11,1,-8%,-1.5,59,
CCOC(=O)C(=O)Nc1nnc(SCc2ccc(F)cc2)s1,-0.1%,0%,2%,i,5,2.0%,1%,1,-9,12%,2.7,78,
CN(Cc1c(C(=O)N/N=C/c2cccs2)nnn1-c1nonc1N)c1ccccc1,3.5%,1%,-5%,.,.,0.3%,?,.,.,4%,1.4,71,
O=C(CCCOc1ccc(Br)cc1)NNC(=O)c1ccncc1,1.0%,-6%,.,.,.,0.8%[50 µM],.,.,.,.,1.3,60,
COc1ccc(/C=C/C(=O)OCC(=O)c2c(C)[nH]c3ccccc23)cc1OC,8.6%,1%,-7%,i,0,1.1%,6%,33,-10,-2%,12,54,
Cc1ccc(Cn2c(C3CCCN3c3nc(-c4cc(Cl)c(N)c(Cl)c4)cs3)nc3cc(C(=O)NCCCO)ccc32)cc1 (stereo not given),13%,-10%,.,.,.,-0.7%,.,.,.,.,1.7,99,
CCOC(=O)C1=C(C)NC(=O)NC1C1CC=CCC1 (stereo not given),0.7%,-14%,-6%,i,0,1.4%,4%,5,3,5%,0.6,90,
Cc1ccc(S(=O)(=O)c2nc(-c3ccccc3Cl)oc2NCCCN2CCOCC2)cc1,0.6%,2%,-6%,.,.,-0.4%[50 µM],0%,.,.,14%,4.8,52,
CCOc1ccc(-c2nnc3sc(COc4ccc(C)cc4)nn23)cc1,4.0%,7%,-7%,i,9,0.6%,-15%,13,20,3%,-3.6,91,
O=c1c2ccccc2[nH]c(=S)n1CCN1CCCCC1,-0.5%,-1%,-4%,.,.,-0.2%,-17%,.,.,1%,0.2,42,
COc1ccc(S(=O)(=O)N(CC(=O)NCc2ccccn2)c2ccc(Cl)cc2)cc1,1.1%,-2%,-10%,.,.,-0.4%,14%,.,.,10%,0.8,46,
CCn1c(SCC(=O)N2CCC(C)CC2)nnc1-c1ccco1,1.1%,-9%,-12%,.,.,0.5%,10%,.,.,0%,4.4,31,
COc1ccc(-n2cnc3ccccc3c2=O)c([N+](=O)[O-])c1,-0.2%,-1%,-7%,.,.,0.3%,8%,.,.,0%,1.0,63,NS5 inhibitors pilot replicate=0.0
CCOC(=O)c1cc2c(=O)[nH]c(C(Cl)(Cl)Cl)nc2o1,0.2%,-10%,-3%,i,3,-0.3%,8%,7,8,9%,0.6,49,

# Among those listed so far, these contain a thiophene ring, fused or not:
SMILES,RSV antiviral HEp-2,NS5 inhibitors,LYP inhibition,Autophagy HCS,Autophagy HCS cell loss 18 h,K1F lysis inhibition,AID2073,WT yeast gro inh,WT yeast gro inh mutant strain,GPR35 antagonists,NTR1 agonist,NTR1 agonist cell count 20 µM,others
CN1CCN(c2ccc([N+](=O)[O-])cc2NC(=O)c2cccs2)CC1,-0.1%,-2%,-7%,.,.,2.8%[50 µM],15%,.,.,-7%,-0.1,51,
Cc1c(C(=O)N(Cc2cccs2)C2CCS(=O)(=O)C2)oc2ccccc12 (stereo not given),1.0%,-5%,-4%,i,3,0.1%,-4%,15,11,9%,0.2,91,
CN(Cc1c(C(=O)N/N=C/c2cccs2)nnn1-c1nonc1N)c1ccccc1,3.5%,1%,-5%,.,.,0.3%,?,.,.,4%,1.4,71,
